TEAD-YAP block: TEAD-YAP interaction inhibition; HEK-TIYL cells, TEAD-Gal4/YAP UAS-luciferase luminescence; inhibition, % at 9.12 µM; hit rate 1.4% among 640,000; AID 1259422; in the data active = inhibition above about 32%;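 also: 0% = median of test compound wells and 100% = reference inhibitor wells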
MITF primary: blocks human microphthalmia-associated transcription factor; hit rate 0.91% among 650,000; AlphaScreen MITF homodimerization, bead proximity signal; O75030; inhibition, % at 2.6 µM; AID 1259374; in the data active = inhibition above about 50%;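 also: 0% = vehicle wells with protein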
GPR151 activ: activators of human GPR151; hit rate 1% among 650,000; PathHunter beta-arrestin GPR151 cells, luminescence; AID 1508602; activation, % at 11.2 µM; Q8TDV0; in the data active = activation above about 4.9%;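 also: 0% = median of compound wells and 100% = cells with positive control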
Target sequence (Q8TDV0 whole entry, looked up): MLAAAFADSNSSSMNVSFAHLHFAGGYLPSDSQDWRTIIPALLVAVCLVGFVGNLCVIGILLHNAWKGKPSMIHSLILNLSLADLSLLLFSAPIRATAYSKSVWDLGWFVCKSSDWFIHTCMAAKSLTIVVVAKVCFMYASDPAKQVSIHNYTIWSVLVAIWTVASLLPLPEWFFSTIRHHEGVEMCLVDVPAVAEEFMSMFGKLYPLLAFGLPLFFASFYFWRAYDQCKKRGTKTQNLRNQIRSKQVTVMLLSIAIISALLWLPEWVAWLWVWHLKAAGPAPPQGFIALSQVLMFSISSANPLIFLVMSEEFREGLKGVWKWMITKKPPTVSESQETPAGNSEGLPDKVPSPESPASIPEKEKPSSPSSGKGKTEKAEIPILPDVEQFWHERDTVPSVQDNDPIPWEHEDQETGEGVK
FBW7 act: activators of human E3 ligase FBW7. Q969H0. AlphaScreen FBW7–phospho-cyclin E peptide binding, activator screen. normalized activity (activation), % at 26.1 µM. hit rate 0.13% among 650,000. AID 1259310; in the data active = normalized activity above about 1.9%;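 also: purified mutant Fbw7 with reduced substrate affinity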
Target sequence (Q969H0 whole entry, looked up): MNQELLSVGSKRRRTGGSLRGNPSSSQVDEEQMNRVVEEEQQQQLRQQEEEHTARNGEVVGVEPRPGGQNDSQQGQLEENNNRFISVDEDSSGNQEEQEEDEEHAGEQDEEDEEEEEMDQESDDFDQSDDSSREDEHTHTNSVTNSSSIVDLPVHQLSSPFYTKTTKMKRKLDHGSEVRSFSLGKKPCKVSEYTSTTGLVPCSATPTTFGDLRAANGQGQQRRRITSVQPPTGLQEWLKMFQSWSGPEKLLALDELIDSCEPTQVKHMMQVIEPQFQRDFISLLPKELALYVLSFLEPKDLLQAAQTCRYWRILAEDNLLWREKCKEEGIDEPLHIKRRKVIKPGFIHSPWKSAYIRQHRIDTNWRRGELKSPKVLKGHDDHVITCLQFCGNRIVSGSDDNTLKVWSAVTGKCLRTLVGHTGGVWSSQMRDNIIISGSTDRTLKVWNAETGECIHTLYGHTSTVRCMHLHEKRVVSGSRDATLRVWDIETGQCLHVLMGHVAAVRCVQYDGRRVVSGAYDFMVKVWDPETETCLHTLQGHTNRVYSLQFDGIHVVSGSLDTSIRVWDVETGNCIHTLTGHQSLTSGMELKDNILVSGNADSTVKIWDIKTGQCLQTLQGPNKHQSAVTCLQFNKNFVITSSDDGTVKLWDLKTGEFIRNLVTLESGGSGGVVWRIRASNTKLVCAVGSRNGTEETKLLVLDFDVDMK
The depositor's hits bear a star; x = not tested or not shown.

Abbreviations: A = TEAD-YAP block; B = MITF primary; C = GPR151 activ; D = FBW7 act
SMILES: COc1ccc(NC(=S)NC2CCN(Cc3ccccc3)CC2)cc1
  A = -7	B = 7	C = -1.4	D = 0.1
SMILES: O=[N+]([O-])c1cccc(CN2CCN(S(=O)(=O)c3ccccc3)CC2)c1
  A = 3	B = 70*	C = 0.5	D = 0.0
SMILES: COCCNC(=O)/C(C#N)=C/C1=C(N2CCOCC2)C(=C\c2ccccc2)/CC1
  A = 9	B = 9	C = 2.2	D = -0.6
SMILES: CC(=O)N(Cc1ccc2c(c1)OCO2)Cc1cc2cc(C)ccc2[nH]c1=O
  A = 11	B = -5	C = 2.3	D = -0.1
SMILES: CCS(=O)(=O)N1CCc2ccc(NS(=O)(=O)c3ccc(F)cc3C)cc2C1
  A = 1	B = 20	C = -1.1	D = 0.1
SMILES: COc1ccc(-c2csc(-c3cc4cc(Cl)cc(Cl)c4oc3=O)n2)cc1
  A = 2	B = 2	C = 2.0	D = 0.2
SMILES: Cc1c(C(=O)NCCN(C)C)sc2ncn(Cc3ccccc3F)c(=O)c12
  A = 2	B = -3	C = 0.3	D = 0.1
SMILES: Cc1ccc(-n2nc(C)c3c(C)c(CCC(=O)NCCCN4CCCC4=O)c(C)nc32)cc1
  A = -6	B = -5	C = 0.1	D = -0.2
SMILES: CCOc1ccc(N(CC(N)=O)S(=O)(=O)c2ccc(F)cc2)cc1
  A = 7	B = -7	C = -0.5	D = -0.1
SMILES: COCCN(C)C(=O)c1sc2ncnc(NCc3cccc(F)c3)c2c1C
  A = 5	B = 0	C = 2.9	D = 0.0
SMILES: Nc1nc(Cl)cc(N2CCC(c3cc(-c4cccs4)n[nH]3)CC2)n1
  A = 5	B = -8	C = 2.2	D = 0.0
SMILES: Cc1ccc(SCCC(=O)N/N=C/c2ccccc2O)cc1
  A = -5	B = 3	C = 1.7	D = 0.1
SMILES: CC(C)c1ccc(N(C)S(=O)(=O)c2ccc3[nH]cc(C(=O)NCCN4CCOCC4)c(=O)c3c2)cc1
  A = -1	B = -18	C = 5.1*	D = -0.3
SMILES: O=C(O)C1C2C=CC(C2)C1C(=O)Nc1nc(-c2ccc(Cl)cc2Cl)cs1 (configuration not stated)
  A = 8	B = 8	C = 1.4	D = -0.2
SMILES: S=c1nc(Nn2cnnc2)c2ccccc2[nH]1
  A = 8	B = -1	C = 0.5	D = -0.1
SMILES: Cc1cccc(NC(=O)C2CCCN(S(=O)(=O)c3ccc4c(c3)oc(=O)n4C)C2)c1C (configuration not stated)
  A = -6	B = -7	C = -0.7	D = 0.2
SMILES: CCOc1ccc(NC(=S)NC(=O)CC(C)C)cc1
  A = -60	B = -6	C = -0.6	D = -0.2
SMILES: C=CCOc1ccc(/C=c2\sc3n(c2=O)C(c2ccc4c(c2)OCO4)C(C(=O)OCC)=C(C)N=3)cc1Br (configuration not stated)
  A = -8	B = 5	C = 0.6	D = 0.5
SMILES: Cc1ccc(S(=O)(=O)N2CCC(C(=O)NCC(N)=O)CC2)cc1
  A = 10	B = 1	C = 2.4	D = 0.1
SMILES: CN1CCCC1CCNc1nncc(-c2ccc(C(F)(F)F)cc2)n1 (configuration not stated)
  A = 9	B = 0	C = 2.0	D = 0.0
SMILES: CCCCOC(=O)C1=C(C)OC23OC(N)=C(C#N)C12C(=O)c1ccccc13 (configuration not stated)
  A = 2	B = -2	C = -0.2	D = -0.3
SMILES: COC(=O)c1ccccc1NC(=O)c1sc2nc(C)nc(N3CCN(c4ccccn4)CC3)c2c1C
  A = -4	B = -1	C = -1.2	D = 0.0
SMILES: CCOc1ccccc1NC(=O)C(C)c1ccccc1 (configuration not stated)
  A = -1	B = 14	C = 1.5	D = 0.3
SMILES: C=CCNS(=O)(=O)c1ccccc1[N+](=O)[O-]
  A = 6	B = 19	C = -0.6	D = 0.1
SMILES: NCCNCCCOc1cccc(Br)c1
  A = 10	B = 12	C = -0.2	D = -0.1
SMILES: CC(C)(C)C(=O)Oc1cc(N)n(S(=O)(=O)c2ccccc2)n1
  A = -3	B = -14	C = 0.4	D = 0.1
SMILES: CCOC(=O)CSc1nc2c(sc(=S)n2-c2ccccc2)c(=O)n1-c1ccc(OCC)cc1
  A = -7	B = -1	C = 0.1	D = 0.1
SMILES: CCOC(=O)c1c(NC(=O)c2ccoc2C)sc(C(=O)N(C)C)c1C
  A = -7	B = -2	C = -1.6	D = -0.1
SMILES: O=C1CCCN1CCn1cnc2c(NC3CCN(Cc4ccccc4)CC3)nc(-c3cccs3)nc21
  A = 15	B = 6	C = 3.2	D = -0.2
SMILES: FC(F)(F)c1ccc(Cn2cnc3c(NCCOc4ccccc4)nc(N4CCN(c5ccccn5)CC4)nc32)cc1
  A = 7	B = 19	C = 1.6	D = 0.3
SMILES: COc1sc(SC)cc1/C=N/NC(=O)c1cccc([N+](=O)[O-])c1
  A = 2	B = 7	C = 0.0	D = 0.0
SMILES: O=C(Nc1ccc2cn[nH]c2c1)c1cccc(F)c1
  A = -63	B = 8	C = -1.0	D = -0.1
SMILES: COC1(C(=O)C(=O)Nc2ccccc2Cl)NC(C)(C)Cc2ccccc21 (configuration not stated)
  A = -13	B = -17	C = -1.6	D = 0.4
SMILES: Cc1cc(C)c(CN2CCC3(CC2)CC3C(=O)N2CCCN(C)CC2)cc1C (configuration not stated)
  A = 1	B = -7	C = -1.0	D = 0.1
SMILES: O=C1NC(=O)/C(=C\c2ccc(N3CCOCC3)cc2)N1
  A = 5	B = 6	C = 1.0	D = 0.2
SMILES: COc1ccc2cc(C3(C)NC(=O)N(CC(=O)N(CC(C)C)CC(C)C)C3=O)ccc2c1 (configuration not stated)
  A = 3	B = 1	C = 1.7	D = 0.2
SMILES: Cc1cc(C)n(CC(C)NCc2c(C(=O)N3CCOCC3)nc3c(C)cccn23)n1 (configuration not stated)
  A = -3	B = 8	C = 1.3	D = 0.1
SMILES: COc1ccc(CCNC(=O)c2nnn(CC(=O)Nc3ccccc3C)c2N)cc1OC
  A = 2	B = -4	C = 0.3	D = 0.1
SMILES: Cc1ccc(C2CC(=O)Nc3cc(C)c(C)cc32)cc1 (configuration not stated)
  A = 11	B = -6	C = 1.4	D = 0.1
SMILES: Cc1c(C)n2c3c(=O)n(C)c(=O)n(C)c3nc2n1-c1ccccc1N
  A = 3	B = 12	C = 1.5	D = 0.0
SMILES: CCN(CC)CCn1c2ccccc2n2cc(-c3ccc(Cl)c(Cl)c3)nc12
  A = 9	B = -4	C = -1.0	D = 6.2*
SMILES: O=C(C1CCN(c2nnc(N3CCCC3=O)s2)CC1)N1CCN(c2ccccn2)CC1
  A = 9	B = 2	C = 1.1	D = -0.2
SMILES: COc1ccc(Cl)cc1NC(=O)c1cc(-c2cccs2)on1
  A = -6	B = -15	C = 0.1	D = 1.1
SMILES: Cc1ccc(-c2c(NC3CCCCC3)c(=O)c2=O)cc1C
  A = -9	B = 9	C = 1.5	D = 0.6
SMILES: O=C1OC(c2ccccc2[N+](=O)[O-])=N/C1=C\c1cccc(F)c1
  A = 4	B = 9	C = -0.5	D = 0.0
SMILES: CN(C)c1ccc(/C=N/NC(=O)COc2ccccc2)cc1
  A = -11	B = 18	C = 1.2	D = 0.0
SMILES: CCOC(=O)N1CCC(NC(=O)CSc2cc(=O)n(C)c3ccccc23)CC1
  A = 9	B = -8	C = 0.6	D = 0.0
SMILES: CSCCCN1CCC(C2(Cc3ccccc3F)NC(=O)NC2=O)CC1 (configuration not stated)
  A = -2	B = -3	C = -1.7	D = 0.0
SMILES: CCC(C)NC(=O)c1c(-c2c(Cl)cccc2Cl)noc1C (configuration not stated)
  A = 0	B = -3	C = 0.1	D = 0.2
SMILES: COc1ccccc1NS(=O)(=O)c1cc(N=CC2=C(O)CC(C)(C)CC2=O)ccc1C
  A = 4	B = 5	C = 0.3	D = -0.1
SMILES: Cc1cc(C)n(C(=O)Cc2cccc3ccccc23)n1
  A = 1	B = 9	C = 0.0	D = 0.0
SMILES: CCOC(=O)c1cc2oc(C)cc2n1Cc1ccccc1
  A = -1	B = 1	C = 0.9	D = 0.0
SMILES: NC(=O)c1cc[n+](Cc2ccccc2Cl)cc1
  A = -7	B = 4	C = 1.0	D = 0.4
SMILES: CC(=O)C1=C(O)C(=O)N(c2nc3ccccc3s2)C1c1ccc(C)cc1 (configuration not stated)
  A = -33	B = 3	C = 0.9	D = -0.2
SMILES: Cc1cc(Sc2cc(C)nc(Cl)n2)nc(N)n1
  A = -3	B = 0	C = 1.0	D = 0.0
SMILES: CCOC(=O)C1CCC(CN(Cc2ccc(Cl)cc2)S(=O)(=O)c2ccc(F)c(C(=O)Nc3cccc(Cl)c3Cl)c2)CC1 (configuration not stated)
  A = 7	B = 21	C = -0.7	D = 0.8
SMILES: O=C1C2C3C=CC(C3)C2C(=O)N1CCc1ccccc1 (configuration not stated)
  A = 1	B = -4	C = 1.3	D = 0.2
SMILES: COc1ccc(-c2ccc(=O)n(C[C@H](C)NC(=O)c3cnn4cccnc34)n2)cc1
  A = 1	B = 0	C = 3.1	D = 0.0
SMILES: Cc1ccc(NC(=O)CS(=O)CC(=O)NCC2OCCc3ccccc32)cc1Cl (configuration not stated)
  A = 4	B = 11	C = 0.6	D = 0.2
SMILES: COc1cccc(CCNC(=O)C2CC23CCN(C(=O)c2ccc(C(C)=O)s2)CC3)c1 (configuration not stated)
  A = -8	B = 1	C = 0.1	D = 0.1

Additional records.
Abbreviations: A = TEAD-YAP block; B = MITF primary; C = GPR151 activ; D = FBW7 act
SMILES: CC(=O)Nc1ccc(OS(=O)(=O)c2ccc(C)cc2C)cc1
  A = -7	B = 11	C = 3.0	D = 0.7
SMILES: COC(=O)c1ccc2c(c1)N(Cc1cc(OC)cc(OC)c1)C(=O)C(F)(F)O2
  A = 3	B = 13	C = -1.3	D = 0.1
SMILES: CCOC(=O)C(Br)Cc1ccccc1Cl (configuration not stated)
  A = 6	B = 3	C = -0.8	D = 0.1
SMILES: Cn1c(=NC(=O)c2cc(=O)c3ccccc3o2)sc2cc(F)cc(F)c21
  A = 9	B = -4	C = 0.2	D = 0.0
SMILES: COc1ccc(/C=C(/NC(=O)c2ccccc2C)C(N)=O)cc1
  A = 2	B = 16	C = 0.0	D = 0.2
SMILES: CN(C)S(=O)(=O)c1cccc(C(=O)NCC(=O)O)c1
  A = 9	B = -2	C = 0.4	D = -0.1
SMILES: Nc1cc(N2CCN(Cc3ccc4c(c3)OCO4)CC2)nc(N)n1
  A = 0	B = 9	C = -1.5	D = -0.2
SMILES: COC(=O)C1=C(C)N=C2SCCC(=O)N2C1c1ccc(Cl)c(Cl)c1 (configuration not stated)
  A = 3	B = 12	C = -0.1	D = -0.1
SMILES: CCCC(=O)N1c2ccccc2-c2nnc(SC)nc2OC1c1ccc(C)o1 (configuration not stated)
  A = -5	B = 2	C = 0.8	D = 0.0
SMILES: OCCN1CCN(c2ncc(-c3cc4ccccc4s3)cn2)CC1
  A = -50	B = -3	C = 2.2	D = 0.1
SMILES: COc1cc(C(=O)Nc2nnc(C)s2)c(Br)c(OC)c1OC
  A = -1	B = -9	C = -2.3	D = 0.8
SMILES: COc1ccc(S(=O)(=O)n2nc(C)c(Sc3ccc([N+](=O)[O-])cc3)c2C)cc1
  A = 14	B = 0	C = 1.0	D = 0.0
SMILES: C/C(CC(=O)NC(C)(C)C)=N\NC(=O)c1ccccc1C
  A = -25	B = -12	C = -1.0	D = -0.1
SMILES: O=C(CN1CCC(O)(c2ccccn2)CC1)NC(c1ccccc1)c1ccccc1
  A = 5	B = -3	C = 0.6	D = -0.1
SMILES: CC(=O)NC(=S)Nc1ccc(C)cc1C
  A = -15	B = 1	C = -0.1	D = 0.0

Rewritten tab-delimited: entries from further up.
SMILES	TEAD-YAP block	MITF primary	GPR151 activ	FBW7 act
CCCC(=O)N1c2ccccc2-c2nnc(SC)nc2OC1c1ccc(C)o1 (configuration not stated)	-5	2	0.8	0.0
OCCN1CCN(c2ncc(-c3cc4ccccc4s3)cn2)CC1	-50	-3	2.2	0.1
COc1cc(C(=O)Nc2nnc(C)s2)c(Br)c(OC)c1OC	-1	-9	-2.3	0.8
COc1ccc(S(=O)(=O)n2nc(C)c(Sc3ccc([N+](=O)[O-])cc3)c2C)cc1	14	0	1.0	0.0
C/C(CC(=O)NC(C)(C)C)=N\NC(=O)c1ccccc1C	-25	-12	-1.0	-0.1

Going on with the list.
Abbreviations: A = TEAD-YAP block; B = MITF primary; C = GPR151 activ; D = FBW7 act
SMILES: CCN1C(=O)[C@H]2[C@H]3[C@H](O)[C@H](O)CC(=O)[C@@H]3CC[C@H]2C1=O
  A = x	B = -4	C = -1.1	D = -0.1
SMILES: COc1ccc(S(=O)(=O)N(C)c2ccc(C(=O)NC3CCCC3)cc2)cc1
  A = -4	B = 12	C = 0.4	D = 0.0
SMILES: N#Cc1c(-c2ccccc2)cc(-c2cccs2)nc1SCCS(=O)(=O)c1nc2ccccc2s1
  A = -6	B = -14	C = 0.0	D = -0.1
SMILES: O=C(CSc1nc(-c2cccs2)nc2ccccc12)NNC(=O)c1cccs1
  A = -5	B = -11	C = 1.4	D = -0.1
SMILES: CCCCOc1ccc(C(=O)NCCNC(C)=O)cc1
  A = 1	B = 6	C = 2.0	D = -0.1
SMILES: O=C(NC(c1ccccc1)c1ccccn1)C1CCN(C(=O)c2ccno2)CC1 (configuration not stated)
  A = -4	B = -10	C = -0.1	D = -0.1
SMILES: O=C(CCCN1C(=O)c2cccc3cccc(c23)C1=O)Nc1ccccc1C(F)(F)F
  A = 16	B = 4	C = -0.3	D = 0.0
SMILES: O=C(OCC#CCSc1ccc2ccccc2c1)c1ccc([N+](=O)[O-])cc1
  A = -10	B = 5	C = 1.1	D = -0.3

Rows are unselected; any-hit rate near 3.4%.
